Htt clearance: clearance of mutant huntingtin inclusions, primary screen, imaging, HeLa Exon1htt(103Q)mCFP, confocal imaging. 47,000 tested, 0.42% active. aggregate imaging; zero = plate's median compound well. AID 853, 2007. inhibition, % at 1.5 µM;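 active = inhibition of aggregate fluorescence above about 70%, also judged a hit by eye on the cell image, limit read from the data, passing the limit was not always enough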;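 also: cells exposed to compound for three days before fixation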
Htt clearance grain fraction: recorded beside Htt clearance, whose call it bears; fraction fluorescence in grains; measured here: aggregate grain fluorescence fraction; active compounds read low;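 scaled fraction of total cell fluorescence in grains with unit not stated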
Active calls of the source: *.

A first look, 5 compounds:
SMILES	Htt clearance	Htt clearance grain fraction
CCN(C(=O)COc1ncnc2scc(-c3ccc(F)cc3)c12)C1CCS(=O)(=O)C1 (stereo unspecified)	-7	43
CCc1ncc(C(=O)c2ccc(OC)cc2)n1C	31	23
NC(=O)/C(=N\O)c1ccccc1	-28	47
O=C(c1ccco1)N1CCN(c2ncnc3c2cnn3-c2ccccc2)CC1	26	25
COC(=O)C1=C(C)NC2=C(C(=O)CC(C)(C)C2)C1c1cccc(C)n1 (stereo unspecified)	10	15

The listing, from the first entry:
SMILES	Htt clearance	Htt clearance grain fraction
CCN(C(=O)COc1ncnc2scc(-c3ccc(F)cc3)c12)C1CCS(=O)(=O)C1 (stereo unspecified)	-7	43
CCc1ncc(C(=O)c2ccc(OC)cc2)n1C	31	23
NC(=O)/C(=N\O)c1ccccc1	-28	47
O=C(c1ccco1)N1CCN(c2ncnc3c2cnn3-c2ccccc2)CC1	26	25
COC(=O)C1=C(C)NC2=C(C(=O)CC(C)(C)C2)C1c1cccc(C)n1 (stereo unspecified)	10	15
CCCCn1nc(C(=O)NC2=NCCS2)c2ccccc2c1=O	-58	33
CN1CCN(S(=O)(=O)c2ccc(N(C)CC(=O)Nc3ccc(F)cc3)nc2)CC1	17	26
COc1cc(OC)c(OC)cc1C=NCC1(c2ccccc2)CCCC1	-7	36
Nc1cccc(Cl)c1N1CCOCC1	-24	49
Cc1cc(-n2c(C)cc(C(=O)CN3C(=O)NC4(CCCC4)C3=O)c2C)no1	49	22
CCOc1ccc(N2CC(C(=O)Nc3ncccc3C)CC2=O)cc1 (stereo unspecified)	-28	26
O=S(=O)(c1cccc(-c2nc3ccccc3s2)c1)N1CCOCC1	15	24
CC(C)N(C(=O)CSc1nnc(NC(=O)C2CCC2)s1)C(C)C	-42	24
O=C(COc1ccc(Br)cc1CO)Nc1ccccc1F	-56	29
N#CC1=C2SCN(c3ccccc3)CN2C(=O)CC1c1cccs1 (stereo unspecified)	20	27
O=C(NCCCN1CCOCC1)c1cc(-c2ccccc2)on1	-17	23
O=C(CCC1CCCC1)N1CCN(S(=O)(=O)Cc2ccccc2)CC1	-21	52
CC1(CC(=O)O)C(=O)N=C2C=CC=CN21 (stereo unspecified)	-42	30
COC(=O)CSc1nc2sc3c(c2c(=O)n1-c1ccccc1)CCN(C)C3	5	41
CC(C)CCn1c(SCc2ccc(Cl)cc2)nc2c1c(=O)[nH]c(=O)n2C	56	16
COn1c(=O)c(-c2cccs2)[n+]([O-])c2ccccc21	4	38
CCSC1(SCC)N=C(N)C2(C#N)C(c3ccccc3)NC3=C(CCC3)C12C#N (stereo unspecified)	29	22
N/C(=N\OC(=O)C(c1ccccc1)c1ccccc1)c1ccccn1	47	10
CCOc1ccc(Cn2nnc(C(=O)NCCc3ccccc3)c2N)cc1	-110	102
CCOC(=O)CSc1ncnc2c1cnn2-c1ccc(Cl)cc1	56	14
Cc1cc(C(F)(F)F)c2c(n1)sc1c(O)cc(=O)[nH]c12	-22	39
O=C(Cc1coc2ccc3ccccc3c12)N1CCc2ccccc21	45	23
CCOC(=O)C1C(=O)NC(N2CCN(c3ccccc3)CC2)=NC1c1ccco1 (stereo unspecified)	-31	24
Cc1cc(C(=O)N2CCC(C(F)(F)F)n3nccc32)on1 (stereo unspecified)	16	18
O=C(C1Cc2ccccc2CN1S(=O)(=O)c1cccs1)N1CCCCCC1 (stereo unspecified)	21	13
Cc1oc(-c2ccccc2F)nc1CS(=O)(=O)CC(=O)NCCCN(C)C1CCCCC1	8	34
O=C1c2nc3ccccn3c2C(=O)N1Cc1ccccc1	-6	42
CC(=O)C1=C(C)NC(=O)NC1c1cccc(O)c1 (stereo unspecified)	15	16
CCOC(=O)c1cc2c(ccn2C)n1CC(=O)N1CCN(c2cccc(C(F)(F)F)c2)CC1	16	33
CC1=Nc2ncnn2C(c2ccccc2)/C1=N\O (stereo unspecified)	-15	39
CCOC(=O)c1sc(NC(=O)c2cncc(Br)c2)nc1C	-5	20
c1nc(NCC2CCCO2)c2[nH]cnc2n1 (stereo unspecified)	-88	36
CCC(=O)NCCn1c(C)cc2ccccc21	-47	49
CCOc1ccc(OCCN2C(=O)NC3(CCCc4ccccc43)C2=O)cc1 (stereo unspecified)	21	29
COc1ccc(N=C2SC(C(=O)O)CC(=O)N2C)cc1 (stereo unspecified)	14	18
Cc1ccc(S(=O)(=O)N2CCC(C(=O)N[C@H](C(=O)N3CCN(C)CC3)C(C)C)CC2)cc1	-14	33
O=C(CSc1nc(SCC(=O)NCc2ccccc2)n(-c2ccccc2)n1)NCc1ccccc1	45	11
COCC(=O)Nc1ccc(C)c(Cl)c1	3	17
COc1ccc(NC(=O)c2cc(=O)c3ccccc3o2)cn1	10	18
Brc1cccc(-c2nnco2)c1	24	13
Cc1ccc(NC(=O)c2ccccc2)cc1	64	15
COc1ccc(/C(O)=C2\C(=O)C(=O)N(c3cc(C)on3)C2c2ccc(OC)c(OC)c2)cc1OC (stereo unspecified)	16	18
O=C(CSc1nc(-c2ccco2)cc(C(F)(F)F)n1)N1CCc2ccccc2C1	34	13
Cc1cc(NC(=O)CSc2nnnn2Cc2ccccc2)no1	2	18
O=C(O)c1ccc2cc[nH]c2c1	11	38
Further compounds follow:
SMILES	Htt clearance	Htt clearance grain fraction
Cc1nn2c(=O)nc3sc4c(c3c2[nH]c1=O)CCCC4	-18	23
COC(=O)CSc1nc(NC#N)nc(NC(C)C)n1	34	26
COc1ccc(OC)c(-c2cc(C(=O)N3CCN(c4ccccc4)CC3)no2)c1	32	24
CN(C)c1oc(-c2cccs2)nc1C#N	64	13
Cc1cc(C)n(CC(O)COc2ccccc2C(=O)Nc2ccccc2)n1 (stereo unspecified)	-52	29
CCOC(=O)C1CCN(C(=O)C2CCN(c3nc4ccc(OC)cc4s3)CC2)CC1	12	32
Cc1ccc(S(=O)(=O)c2nc(-c3ccc(F)cc3)oc2SCC(N)=O)cc1	-16	19
CC(C)CNC(=S)N1CCC(NC(=O)C23CC4CC(CC(C4)C2)C3)CC1	-12	21
O=S(=O)(c1ccc2ccccc2c1)N1CCC(c2nc(-c3ccncc3)no2)CC1	26	15
COCCNC(=O)CN1CCC(NC(=O)C(C)(C)C)CC1	-2	34
CCCn1c2c(c(O)c(C(=O)NC)c1=O)CCCC2	-20	20
Cc1ccc(NC(=O)c2ccc(CN3CCc4ccccc4C3)cc2)cc1	-15	39
O=C1Nc2ccc([N+](=O)[O-])cc2C1(O)N1CCCCCC1 (stereo unspecified)	3	37
O=C(O)COc1ccc(-c2nnn(CC(=O)O)n2)cc1	0	16
NC(=O)c1ccc(-n2nnnc2Oc2ccccc2)cc1	56	9.1
O=C(NCc1ccc(Cl)cc1)c1cnn2ccccc12	52	18
COC(=O)c1cc(=O)nc2sc(-c3ccccc3)nn12	12	30
CC(CCc1ccccc1)NC(=O)CN1CCN(Cc2ccc(Cl)cc2)C1=O (stereo unspecified)	-28	52
CCCc1nn(C)c2c1C(c1cccnc1)C(C#N)=C(N)O2 (stereo unspecified)	-20	53
CCOC(=O)C1=C(CN2CCc3ccccc32)NC(=O)NC1c1cccc([N+](=O)[O-])c1 (stereo unspecified)	22	16
CCC(=O)Nc1cc2c(cc1C(=O)c1ccccc1)OCCO2	-28	57
CCOc1ccc(NC(=O)CC2NCCNC2=O)cc1 (stereo unspecified)	-43	27
COc1ccc2c(CC(=O)N(C)CC3COc4ccccc4O3)coc2c1 (stereo unspecified)	-22	44
Cc1c(C(=O)N2CCCC2)sc(NC(=O)c2ccccc2)c1C#N	-49	28
Cc1ccc(NC(=O)c2sccc2-n2cccc2)c(C)c1	-41	30
CCn1nnc(NC(=O)c2cc(Cl)c(OC)c(Cl)c2)n1	-38	26
c1ccc2c3c(cc(N4CCOCC4)c2c1)OC1(N2CCOCC2)CCCCC1O3 (stereo unspecified)	-16	39
COc1ccc(-c2nc3n(n2)C(c2ccncc2)C(C(N)=O)=C(C)N3)cc1 (stereo unspecified)	24	27
CCOC(=O)c1ccc(N2C(=O)CC(N3CCOCC3)C2=O)cc1 (stereo unspecified)	-1	17
Cc1n[nH]c(C)c1S(=O)(=O)N(CC(=O)NC1CCCC1)c1ccc(C(C)C)cc1	42	28

Copied from the list:
CC(C)N(C(=O)CSc1nnc(NC(=O)C2CCC2)s1)C(C)C @ Htt clearance = -42
CCOc1ccc(N2CC(C(=O)Nc3ncccc3C)CC2=O)cc1 (stereo unspecified) @ Htt clearance grain fraction = 26

(listing goes on)
SMILES	Htt clearance	Htt clearance grain fraction
COc1ccccc1NC(=O)C1=C(C)Nc2nnnn2C1c1ccncc1 (stereo unspecified)	-19	44
Cc1ccc(C(=O)Nc2ccccc2C(N)=O)o1	17	16
O=C(Nc1ccc(Cl)cc1)[C@@H]1[C@@H]2C(=O)N(c3ccc4ccccc4c3)C(=O)[C@@H]2[C@H]2C=CC=NN21	0	28
CCCOc1cccc(C2/C(=C(/O)c3ccccc3)C(=O)C(=O)N2CCN(C)C)c1 (stereo unspecified)	-32	50
CCC(C)N1C(=O)c2ccccc2C1C(=O)NC1CCCCCC1 (stereo unspecified)	-16	42
COC(=O)c1nc(NC(=O)C(C)(C)C)n[nH]1	51	9.3
Cc1ccc(-c2noc(-c3ccccc3Br)n2)cc1	28	15
Cc1oc(-c2ccccc2F)nc1CS(=O)(=O)CC(=O)N1CCN(c2ccccc2)CC1	3	51
O=C(Nc1cccc(Cl)c1N1CCCC1)c1cccc(-c2cc3ccccc3oc2=O)c1	8	36
O=C(CCN1CCN(CC(=O)Nc2ccccc2Cl)CC1)Nc1ccccc1F	0	38

Ordered by SMILES length (lowest first): 7 of the compounds above
SMILES	Htt clearance	Htt clearance grain fraction
Cc1ccc(-c2noc(-c3ccccc3Br)n2)cc1	28	15
COC(=O)c1nc(NC(=O)C(C)(C)C)n[nH]1	51	9.3
CCC(C)N1C(=O)c2ccccc2C1C(=O)NC1CCCCCC1 (stereo unspecified)	-16	42
COc1ccccc1NC(=O)C1=C(C)Nc2nnnn2C1c1ccncc1 (stereo unspecified)	-19	44
O=C(CCN1CCN(CC(=O)Nc2ccccc2Cl)CC1)Nc1ccccc1F	0	38
O=C(Nc1cccc(Cl)c1N1CCCC1)c1cccc(-c2cc3ccccc3oc2=O)c1	8	36
O=C(Nc1ccc(Cl)cc1)[C@@H]1[C@@H]2C(=O)N(c3ccc4ccccc4c3)C(=O)[C@@H]2[C@H]2C=CC=NN21	0	28

(further entries)
SMILES	Htt clearance	Htt clearance grain fraction
CN(Cc1cc2ccccc2[nH]c1=O)S(=O)(=O)c1ccccc1	10	41
CC(C)C(=O)c1cc2c(cc1NC(=O)c1ccccc1)OCCO2	-37	51
O=C(O)c1ccc(CNc2ccccc2C(=O)O)cc1	-2	17
O=C(NCc1nc2ccccc2[nH]1)c1ccc(S(=O)(=O)N2CCOCC2)cc1	-39	51
CCC(C)(C)n1nnnc1C(c1cc2cc(C)ccc2[nH]c1=O)N1CCCC1 (stereo unspecified)	-41	29
COc1cccc(CSc2nnc(-c3ccco3)n2C)c1	-13	38
O=C(Nc1ccc(Cl)cc1)N1CCSc2ccccc21	-4	40
Cc1ccc(S(=O)(=O)CCSc2nc(C)cc(C)c2C#N)cc1	-21	22
COc1ccc(CNC(N)=O)cc1OC	26	15
COC(=O)c1nnn(-c2nonc2N)c1CSc1nc2ccccc2o1	-18	40

4 compounds from above, ordered by the value under Htt clearance, falling:
SMILES	Htt clearance	Htt clearance grain fraction
CC(=O)C1=C(C)NC(=O)NC1c1cccc(O)c1 (stereo unspecified)	15	16
CCOC(=O)C1CCN(C(=O)C2CCN(c3nc4ccc(OC)cc4s3)CC2)CC1	12	32
CCC(=O)Nc1cc2c(cc1C(=O)c1ccccc1)OCCO2	-28	57
Cc1ccc(NC(=O)c2sccc2-n2cccc2)c(C)c1	-41	30

Other structures.
SMILES	Htt clearance	Htt clearance grain fraction
CC(C)(C)C1CCc2onc(C(=O)Nc3cccc(O)c3)c2C1 (stereo unspecified)	13	18
COc1ccc(C2C(C(=O)N3CCN(c4ccccc4)CC3)c3ccccc3C(=O)N2C)cc1 (stereo unspecified)	-29	25
O=C(CSc1ccccc1)NCc1cccnc1	8	41
Cc1ccccc1CS(=O)(=O)Cc1ccc(C(=O)NCc2ccco2)o1	-30	48
CCCC1C2C(=O)N(c3ccccc3OC)C(=O)C2ON1c1ccccc1 (stereo unspecified)	1	39
Cn1c(=O)c2cc(S(=O)(=O)NC(C(=O)Nc3cccnc3)c3ccccc3)ccc2n(C)c1=O (stereo unspecified)	26	25
CC(=O)N(C)c1ccc(OCC(O)COc2ccc(N(C)C(C)=O)cc2)cc1	42	11
Cc1nc2sc(C(c3cccc(F)c3)N3CCC(C)CC3)c(O)n2n1 (stereo unspecified)	-28	24
Nc1cccc(C(=O)Nc2ccccc2Cl)c1	28	15
CCN(CC)CCNC(=O)Cc1c(C(=O)O)n(C)c2ccccc12	-22	45
CC(C)(C)c1cc(N/C=C\c2nnnn2-c2ccc(Br)cc2)no1	-31	26
O=C(CCCSc1nc2ccccc2[nH]1)NCc1ccco1	9	34
O=C(Cn1cc(C(=O)c2cccs2)c2ccccc21)NCC1CCCO1 (stereo unspecified)	-61	34
Cc1noc(C)c1CN1C(=O)NC2(CCCCCCC2)C1=O	-10	26
C=CCn1c(NCc2ccccc2)nc2ccccc21	-21	41
Cc1c(NC(=O)C23CC4CC(CC(C)(C4)C2)C3)c(=O)n(-c2ccccc2)n1C	3	35
O=C(Cn1cnc2c(cnn2-c2ccc(Cl)cc2)c1=O)NCC1CCCO1 (stereo unspecified)	23	28
CSc1nc(C)c2c(c1C#N)CCCC2	-17	50
CC(C)n1c(SCC(N)=O)nc2c1c(=O)n(C)c(=O)n2C	-79	65
O=C(O)CNS(=O)(=O)c1ccc(F)cc1	-72	34
COc1cccc(C2CC(c3cccc(Br)c3)n3ncnc3N2)c1 (stereo unspecified)	-12	38
Cc1ccc(C(=O)C(OC(=O)CNS(=O)(=O)c2ccccc2)c2ccccc2)cc1 (stereo unspecified)	35	14
O=C(O)COc1ccc(S(=O)(=O)c2ccc(OCC(=O)O)cc2)cc1	-23	45
CCOc1cc(/C=N/Nc2nc(N3CCCC3)nc(N3CCCC3)n2)ccc1O	28	13
CCC(c1nnnn1C1CCCC1)N(Cc1cccs1)Cc1cc2cc(C)ccc2[nH]c1=O (stereo unspecified)	29	13
Cn1cc(CNC(=O)COc2ccc(Cl)cc2Cl)cn1	-95	42
O=C(NCc1ccccn1)c1ccc(Br)s1	52	8.6

Assay outcomes as filed in PubChem.

The list is partial, so the mix of outcomes need not match the whole.
